# HCMV inh = inhibitors of human cytomegalovirus. HFF cells, HCMV-luciferase reporter, 72 h; stronger effect = lower value. activity change, negative = inhibition, % at 57.5 µM. hit rate 4.5% among 410,000; in the data active means activity change below about -60%; inconclusive means no clear call, values can overlap the other calls; inactive means above about -39%
#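 Luciferase read-out from HCMV-luciferase-infected HFFs (MOI 1 PFU/cell) 72 h post infection at 37C; compounds added after 16 h cell attachment; activity normalized between buffer-only basal and Salinomycin (10uM) inhibitor controls.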
# * = called active by the depositor; ? = inconclusive. On the % scale 0 is the no-effect control and ±100 the full control effect. An excerpt, so the mix of outcomes need not match the whole.
SMILES,HCMV inh
CCCC(=O)N1CCC1(C)C(=O)NS(=O)(=O)c1cccc(C)c1 (stereo not drawn),3
COc1ccccc1Cc1c(-c2cccc(Br)c2)nc2ccc(Br)cn12,-7
COP(=S)(OC)Oc1ccc(S(=O)(=O)N(C)C)cc1,5
Cn1nc(C(C)(C)C)cc1NC(=O)C1(C)CCN1C(=O)Cc1ccc(-c2ccccc2)cc1 (stereo not drawn),-29
CCc1nc2c(OCc3ccc(F)cc3)cccn2c1N(C)C(=O)COc1ccccc1,-11
C[C@@H](NC(=O)C[C@@H]1C[C@@H]2c3cc(NS(=O)(=O)c4ccc(F)cc4)ccc3O[C@@H]2[C@@H](CO)O1)c1ccccc1,2
O=C(C[C@@H]1C[C@@H]2c3cc(NC(=O)c4ccc5c(c4)OCO5)ccc3O[C@@H]2[C@@H](CO)O1)NCc1cccnc1,-13
CC(C)C[C@@H]1COc2cc(N3CCN(C)CC3)ccc2S(=O)(=O)N1,8
CCc1nc2ccc(C(=O)Nc3cc(-c4ccccc4)ccc3OC)cn2c1N(CCN(C)C)CC1CC1,73
CC1(C(=O)Nc2ccc3[nH]ncc3c2)CCN1C(=O)C/C=C/c1ccccc1 (stereo not drawn),-11
COc1ccc(C(C)C)cc1-c1ccc2nncn2c1,7
N#Cc1c(Cc2cccc3ccccc23)nn(CCO)c1N,-27
CC1(C(=O)NS(=O)(=O)Cc2cccc(Cl)c2)CCN1C(=O)C1CCCCC1 (stereo not drawn),-17
Cc1cc(S(=O)(=O)NC(=O)[C@H]2O[C@@H](n3cnc4c(N)ncnc43)[C@H](O)[C@@H]2O)ccc1Br,-4
NC(c1csc(Nc2ccccn2)n1)c1ccccc1Cl (stereo not drawn),?
COCCN1C[C@@H](CO)O[C@@H](n2cnc3c(N(C)C(C)C)ncnc32)C1,-5
Cc1cn(C2CC(O)C(O)C(CO)O2)c(=O)[nH]c1=O (stereo not drawn),-11
C[C@H]1CN([C@@H](C)CO)S(=O)(=O)c2ccc(Br)cc2O[C@H]1CN(C)Cc1ccc(F)cc1,15
Cc1cc(C)c2cc(C#N)c(NCCCNC(=O)c3cccnc3)nc2c1,5
COc1ccc(NC(=O)c2cc(-c3cc(F)ccc3OC)n[nH]2)c(OC)c1,-17

# Part of the list above, set out differently:
> Cc1cn(C2CC(O)C(O)C(CO)O2)c(=O)[nH]c1=O (stereo not drawn)
  HCMV inh: -11

> C[C@H]1CN([C@@H](C)CO)S(=O)(=O)c2ccc(Br)cc2O[C@H]1CN(C)Cc1ccc(F)cc1
  HCMV inh: 15

> Cc1cc(C)c2cc(C#N)c(NCCCNC(=O)c3cccnc3)nc2c1
  HCMV inh: 5

> COc1ccc(NC(=O)c2cc(-c3cc(F)ccc3OC)n[nH]2)c(OC)c1
  HCMV inh: -17

# (list continues)
SMILES,HCMV inh
CC1CCN(S(=O)(=O)N2CCC(C(=O)NCc3ccc(F)cc3Cl)CC2)CC1,-25
CC(C)n1c(=O)c2ccccc2n1Cc1cn(C2CCCC2)nn1,5
O=C(NCC(F)(F)F)c1cc2c(c(-c3cccc(-c4ccccc4F)c3)n1)[C@@H](CCO)N(C(=O)CC1CC1)C2,3
CC(C)NC(=O)c1cc(C2CCCCN2C(=O)CCCc2ccccc2)on1 (stereo not drawn),28
COc1ccc(S(=O)(=O)Nc2ccc3c(c2)C(=O)N([C@H](C)CO)C[C@H](C)[C@H](CN(C)C(=O)Nc2ccc(F)cc2)OCCCC[C@@H](C)O3)cc1,-24
O=C1NC[C@H](CCCCN2C[C@H](Cc3ccccc3)N(CCc3ccccc3)C(=O)C2=O)N(CCc2ccc(O)cc2)C1=O,-27
COc1ccc(C(O)c2nc(-c3cc4ccccc4o3)cs2)cc1 (stereo not drawn),36
Cc1cccc(C)c1NC(=O)C(c1ccncc1)N1CCN(C)CC1 (stereo not drawn),-8
CC1(Oc2ccc(CC#N)cc2)CCN(Cc2ccccc2OC(F)F)C1 (stereo not drawn),-11
CC(=O)N1C[C@@H](CO)[C@@H](N(C)C(=O)C(C)(C)C)C[C@H]1c1ccccc1,-18
CN(Cc1ccco1)C(=O)[C@H](Cc1ccccc1)NC(=O)CC[C@H]1O[C@@H](n2ccc(=O)[nH]c2=O)[C@H](O)[C@@H]1O,-14
CCc1nc2ccc(C(=O)Nc3cc(-c4ccccc4)ccc3OC)cn2c1N(CC)CC(=O)N(C)C,26
CCCNC(=O)C1(C)CCCN(Cc2cccc(C(F)(F)F)c2)C1 (stereo not drawn),-33
Cc1ccc(/C(O)=C2\C(=O)C(=O)N(CCCN3CCOCC3)C2c2ccccc2F)cc1 (stereo not drawn),14
CSc1ncnc2c1ncn2CCCNCc1ccc(C)o1,6
CN1OC[C@@H]2CN(C(=O)CCc3ccccc3)[C@H](c3ccc(N4CCCCC4)cc3)C[C@@H]21,21
S=C(NCCCCN(Cc1ccc(Cl)cc1)c1ccc(Br)cn1)NCCCc1cnc[nH]1,-3
O=C(Nc1cccc2ccccc12)c1ccco1,-4
COc1ccc(CC(N)c2csc(Nc3nccc(C(F)(F)F)n3)n2)cc1 (stereo not drawn),102
COc1ccc2cc(CN(C)C(=O)CN3C(=O)NC4(CCCC4)C3=O)ccc2c1,3
Nc1ncnc2c1ccn2[C@H]1CN(Cc2ccc3c(c2)OCO3)C[C@@H](COC(=O)c2ccccc2)O1,1
O=C(NCc1cc(Cl)cc(Cl)c1)c1csc([C@@H]2O[C@H](CO)[C@H](O)[C@H](O)[C@H]2O)n1,-25
CC(C)CC(N)c1csc(Nc2ccc(C(=O)NCCO)cc2)n1 (stereo not drawn),23
CC(C)CNc1ncnc2c1ncn2[C@H]1CN(Cc2ccc3c(c2)OCO3)C[C@@H](CO)O1,-66*
COC(=O)c1ccc(N2C(c3cc(OC)cc(OC)c3)=Cc3ccc(-c4cccnc4)cc3C2CC(=O)C2CC2)cc1 (stereo not drawn),15
Cc1nc(NC(=O)c2ccccc2)sc1-c1cc(C(=O)N2CCOCC2)nn1Cc1ccccc1,-6
CCC(c1nnnn1-c1ccc2c(c1)OCCO2)N1CCN(C/C=C/c2ccccc2)CC1 (stereo not drawn),-31
COc1cccc(C(C)(O)c2nc(-c3cccc(F)c3)cs2)c1 (stereo not drawn),-34
CCCC(=O)N1CCCC1(C)C(=O)Nc1ccc2c(c1)CCN2C(C)=O (stereo not drawn),4
O=C(O)c1cccc(-c2csc(C(O)c3ccc(F)cc3)n2)c1 (stereo not drawn),32
CN(CC1COc2ccccc2O1)C(=O)CCNS(=O)(=O)c1ccc(F)c(Cl)c1 (stereo not drawn),-24
CCC(c1nnnn1-c1ccc2c(c1)OCCO2)N1CCC(n2c(=O)[nH]c3ccccc32)CC1 (stereo not drawn),?
Cc1cc(C)c(NS(=O)(=O)c2ccc3c(c2)oc(=O)n3C)c(C)c1,?
COCCn1c(=S)[nH]c2cc(C(=O)NC3CCCCCC3)ccc2c1=O,-25
CC(C)(C)n1nnnc1C(c1cc2ccccc2o1)N(CCC#N)Cc1ccccc1 (stereo not drawn),-39
O=C1NC(Cc2ccccc2)c2nc3ccc(Cl)cc3c(=O)n2-c2ncccc21 (stereo not drawn),-32
O=C(c1ccc(F)cc1)N1CCC(C(=O)N2CCCc3ccccc32)CC1,-11
Cc1noc(C)c1S(=O)(=O)Nc1ccc2c(c1)C(=O)N([C@H](C)CO)C[C@H](C)[C@H](CN(C)S(=O)(=O)c1ccc(Cl)cc1)OCCCC[C@@H](C)O2,-13
OC(c1ccc(Cl)cc1)c1ncc(-c2ccccc2Cl)[nH]1 (stereo not drawn),31
CCCN(C)C1CN(Cc2cn(CCCOC)nn2)S(=O)(=O)C1 (stereo not drawn),-9

# Individual results from the list.
# Reading of COc1ccc(CC(N)c2csc(Nc3nccc(C(F)(F)F)n3)n2)cc1 (stereo not drawn) in HCMV inh: 102
# Reading of O=C(O)c1cccc(-c2csc(C(O)c3ccc(F)cc3)n2)c1 (stereo not drawn) in HCMV inh: 32
# Reading of O=C(NCc1cc(Cl)cc(Cl)c1)c1csc([C@@H]2O[C@H](CO)[C@H](O)[C@H](O)[C@H]2O)n1 in HCMV inh: -25
# Reading of COC(=O)c1ccc(N2C(c3cc(OC)cc(OC)c3)=Cc3ccc(-c4cccnc4)cc3C2CC(=O)C2CC2)cc1 (stereo not drawn) in HCMV inh: 15
# Reading of COc1ccc(C(O)c2nc(-c3cc4ccccc4o3)cs2)cc1 (stereo not drawn) in HCMV inh: 36
# Reading of CC1CCN(S(=O)(=O)N2CCC(C(=O)NCc3ccc(F)cc3Cl)CC2)CC1 in HCMV inh: -25
# Reading of OC(c1ccc(Cl)cc1)c1ncc(-c2ccccc2Cl)[nH]1 (stereo not drawn) in HCMV inh: 31

# Other structures follow:
SMILES,HCMV inh
C#CCN1CC(COc2ccccc2)OCCS1(=O)=O (stereo not drawn),15
CC(=O)C1=CCC(c2ccccc2)N(Cc2ccccc2)C1 (stereo not drawn),?
CCN(CC)C(=O)C1=C(C)N(Cc2ccc(F)cc2)C(=O)C(CC(=O)NCCCN(C)C)C1 (stereo not drawn),12
O=C(NC1CCCCC1)c1nccnc1-c1ccc(C(F)(F)F)cc1,33
COc1cccc(NC(=O)C2(C)CCN2C(=O)CC2CC2)c1 (stereo not drawn),-18
COc1cccc(Nc2nc(C(N)COCc3ccccc3)cs2)n1 (stereo not drawn),7
NC(Cc1ccc(Cl)cc1)c1csc(Nc2ccc(C(F)(F)F)cn2)n1 (stereo not drawn),3
O=C(NCCN1CCOCC1)c1cc(-c2ccccc2)nc2ccccc12,-14
CCOC(=O)C1=CCN(S(=O)(=O)c2ccccc2Br)C1c1ccc(F)cc1 (stereo not drawn),-18
CC(C)(C)OC(=O)N1C[C@@]23C[C@H](c4cccc(F)c4)[C@@H](C[C@@H]2S1(=O)=O)O3,5
CNc1cncc(-c2ccc(O)cc2)n1,47
CNC(=O)c1ccsc1NC(=O)CS(=O)(=O)c1ccc(F)cc1,-32
O=C(CN1CCN(c2cccc(C(F)(F)F)c2)CC1)Nc1ccc2c(c1)OCCCO2,3
O=C(CC1(O)C(=O)Nc2ccc(Br)cc21)c1ccccc1 (stereo not drawn),29
CCOC(=O)C1=C(C#N)C(C(=O)OCC)c2ncccc21 (stereo not drawn),56
CCN1C(=O)[C@@H]2[C@@H]3CN(S(=O)(=O)c4ccccc4C)[C@@H](c4ccc(Cl)cc4)[C@@H]3C(=O)C[C@@H]2C1=O,-25
CCC[C@H]1[C@@H](NS(=O)(=O)c2ccc(Cl)cc2)CC[C@@]23CCCN2C(=O)CCC[C@@H]13,-17
OC(c1cc(Cl)cc(Cl)c1)c1ncc(-c2ccccc2F)[nH]1 (stereo not drawn),-15
CCC(C(=O)NCc1ccccc1)n1c(C2CCN(C(C)=O)CC2)nc2ccccc21 (stereo not drawn),73
CC(C)(C)CCN1CCC(CN2CCNC2=S)CC1,3
O=C(NCc1ccc(F)cc1)c1cc(C2CCCCN2S(=O)(=O)c2ccc(F)cc2F)on1 (stereo not drawn),-34
COc1ccc(CCCNC(=O)C2Cc3c(-c4ccc(NC(C)=O)cc4)ccnc3O2)cc1 (stereo not drawn),18
O=C1c2ccccc2C(c2nnnn2Cc2ccccc2)N1Cc1ccco1 (stereo not drawn),-13
O=C1c2ccccc2C(c2nnnn2-c2ccc3c(c2)OCCO3)N1CCCn1ccnc1 (stereo not drawn),-20
C#CCN(C[C@@H]1[C@@H](OC(=O)NCC2CCCCC2)[C@@H](OC(=O)NCC2CCCCC2)Cn2c(=O)ccc(=O)n21)S(=O)(=O)c1ccc(C)cc1,-102*
O=C(NCCC(F)(F)F)C1Cc2c(-c3cccc(F)c3)ccnc2O1 (stereo not drawn),-9
O=C(C1CCC1)N1CC(=O)N2[C@H](CO)[C@@H](c3ccc(Br)cc3)[C@@H]2C1,-5
CC(NC(=O)COC(=O)c1ccc2c(=O)n3c(nc2c1)CCCCC3)c1ccc(F)cc1 (stereo not drawn),20
COC(=O)C[C@@H]1C=C[C@@H](NC(=O)c2ccc3c(c2)OCO3)[C@@H](CO)O1,-12
COC(=O)c1cc2c(c3c4ccccc4n(S(=O)(=O)c4ccc(C)cc4)c13)C(=O)N(CC(C)C)C2,73
CCCCOCCOC(=O)C1OC1(C)c1ccccc1 (stereo not drawn),-9
CC(C)COC(=O)N(C)C[C@H]1OCc2cnnn2CCCC(=O)N([C@@H](C)CO)C[C@H]1C,-3
CCCCCCCCN1C(=O)[C@H](CC(=O)NCc2cccc(C(F)(F)F)c2)C[C@@]2(C(=O)OC)CC(C)(C)CC=C12,-22
CCCCN1C(=O)C(CC(=O)NCCCN(C)C)CC(C(=O)N(C)C)=C1C (stereo not drawn),-11
CCCNC(=O)c1cc(C2CCCCN2C(=O)c2ccc(NC(C)=O)cc2)on1 (stereo not drawn),-18
Nc1ccc(-c2cc(NC=O)c3ncc(-c4cccc(C(F)(F)F)c4)n3c2)cn1,-26
COc1cc(-c2cnc3c(NC(C)=O)cc(-c4ccccc4CN(C)C)cn23)cc(OC)c1OC,132
CCc1nc2c(OCCC3CCCCC3)cccn2c1N(C)C(=O)c1ccco1,?
